ERp5 inh = inhibitors of human ERp5. ERp5 insulin aggregation, absorbance 650 nm, 90 min. inhibition, % at 9.99 µM. AID 651711. actives 0.05% (n = 350,000);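 active = mean replicate inhibition above about 25%, with every replicate also reaching it, limit read from the data, passing the limit was not always enough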
Target sequence (Q15084 whole entry, looked up): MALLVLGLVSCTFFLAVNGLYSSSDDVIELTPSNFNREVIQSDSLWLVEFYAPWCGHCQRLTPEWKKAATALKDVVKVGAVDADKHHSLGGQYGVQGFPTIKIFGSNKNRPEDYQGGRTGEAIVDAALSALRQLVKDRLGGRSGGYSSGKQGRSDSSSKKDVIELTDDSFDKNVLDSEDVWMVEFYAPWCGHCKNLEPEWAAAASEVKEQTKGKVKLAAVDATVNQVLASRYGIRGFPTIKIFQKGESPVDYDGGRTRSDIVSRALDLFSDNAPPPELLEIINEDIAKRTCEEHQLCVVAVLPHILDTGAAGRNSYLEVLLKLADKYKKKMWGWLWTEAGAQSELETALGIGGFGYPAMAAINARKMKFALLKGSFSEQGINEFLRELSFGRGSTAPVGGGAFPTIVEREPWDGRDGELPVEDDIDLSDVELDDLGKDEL
RAD52 inh = RAD52 (human) annealing inhibition | P43351 | recombinant RAD52 DNA annealing, FRET fluorescence | inhibition, % at 18.7 µM | actives 0.46% (n = 360,000);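 active = every replicate showing at least 50% inhibition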
Target sequence (P43351 whole entry, looked up): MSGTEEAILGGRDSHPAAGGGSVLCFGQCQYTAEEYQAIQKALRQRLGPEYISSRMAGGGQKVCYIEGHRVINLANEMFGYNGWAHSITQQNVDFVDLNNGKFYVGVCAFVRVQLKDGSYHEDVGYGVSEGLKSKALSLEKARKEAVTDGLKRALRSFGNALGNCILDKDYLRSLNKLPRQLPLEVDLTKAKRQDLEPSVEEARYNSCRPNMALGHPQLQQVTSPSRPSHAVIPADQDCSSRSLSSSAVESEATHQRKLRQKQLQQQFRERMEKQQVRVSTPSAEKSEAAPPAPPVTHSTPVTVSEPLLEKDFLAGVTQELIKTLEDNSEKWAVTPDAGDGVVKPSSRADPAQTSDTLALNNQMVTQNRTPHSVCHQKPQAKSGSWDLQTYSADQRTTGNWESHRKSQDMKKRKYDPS
E-selectin induc = E-selectin induction on HUVECs; HUVEC E-selectin immunofluorescence imaging; normalized: neutral wells 0, TNF-alpha wells 100; AID 686992; activation, % at 7.58 µM; P16581; actives 0.37% (n = 260,000);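 active = mean E-selectin-positive cell signal at least 10% of the positive control, reached in at least 60% of replicates, without over 20% cell loss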;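 note: in these data hits start at about 27%; measured in HUVEC primary endothelial cells; signal is the percent of cells scored E-selectin positive by PE staining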
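Test system: HUVEC; input: 3,000 HUVEC/well; measured by: immunofluorescence imaging; read-out: % PE-positive cells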
The depositor's hits bear a star. Some of the compounds tested (hit frequency here may not be typical).

Start of the data: the first 19 compounds as a preview:
SMILES | ERp5 inh | RAD52 inh | E-selectin induc
CCCNC(=O)N1CC(=O)N2[C@H](CO)[C@H](c3ccc(C#Cc4ccc(F)cc4)cc3)[C@H]2C1 | 3.1 | -10.2 | 0.1
N#Cc1cccc(N=c2ssnc2Cl)c1 | -0.7 | 1.8 | -1.0
COc1ccc2c3c([nH]c2c1)[C@@H](CO)N(S(C)(=O)=O)CC31CCN(C(=O)c2ccccc2)CC1 | 7.1 | 4.6 | -0.2
COc1ccc2c3c(n(C)c2c1)[C@@H](CO)N(Cc1ccc(Cl)cc1)CC31CN(CC2CC2)C1 | -5.4 | 32.8 | -0.4
CC(C)NC(=O)NCC[C@H]1CC[C@H](NS(=O)(=O)c2ccccc2)[C@@H](CO)O1 | -0.4 | 9.8 | 0.6
O=C1CN(Cc2ccccc2)C[C@@H]2[C@H](c3ccc(-c4cccnc4)cc3)[C@@H](CO)N12 | -8.6 | -3.0 | 0.1
COc1ccc2c3c([nH]c2c1)[C@@H](CO)N(C(=O)c1ccccc1)CC31CN(C(=O)NC(C)C)C1 | -2.0 | 1.8 | -0.1
N#C[C@@H]1[C@H](c2ccc(-c3cccc(F)c3)cc2)[C@H](CO)N1C(=O)NC1CCCCC1 | -0.3 | -72.5 | -0.1
CC1COc2ccccc2N1S(=O)(=O)c1ccccc1 (centres undefined) | -0.9 | -7.1 | 0.5
COCC(=O)N1CCC2(CC1)CN(Cc1ccccc1Cl)[C@H](CO)c1[nH]c3cc(OC)ccc3c12 | -3.8 | -123.7 | 0.1
COc1ccc2c3c(n(C)c2c1)[C@@H](CO)N(C(=O)c1cccnc1)CC31CCN(C(=O)c2cccnc2)CC1 | -2.6 | 6.5 | 0.0
COc1ccccc1NC(=O)N1CC(=O)N2[C@H](CO)[C@@H](c3ccc(C#CC4CC4)cc3)[C@@H]2C1 | 4.2 | -17.5 | -0.2
Cc1ccc(-c2c(C(=O)Nc3ccccc3C)c(C)[nH]c(=S)c2C#N)o1 | -0.7 | -48.6 | 3.0
CCC(=O)N1CC2(CN(Cc3ccc(Cl)cc3)C2)c2c([nH]c3cc(OC)ccc23)[C@@H]1CO | 0.6 | 23.7 | 0.4
COc1ccc2c3c([nH]c2c1)[C@H](CO)N(Cc1ccncc1)CC31CN(C(=O)Cc2ccncc2)C1 | 1.7 | 6.9 | -0.2
CCC(=O)N1CC2(CCN(Cc3ccc(Cl)cc3)CC2)c2c(n(C)c3cc(OC)ccc23)[C@@H]1CO | 4.3 | 11.7 | -0.1
COc1ccc2c3c([nH]c2c1)[C@H](CO)N(C(=O)c1cccc(F)c1)CC31CN(C(=O)c2ccccc2)C1 | -3.4 | 10.0 | -0.5
COc1ccc2c3c([nH]c2c1)[C@@H](CO)N(CC1CC1)CC31CCN(C(=O)NC2CCCC2)CC1 | 4.4 | -29.9 | -0.2
COc1ccc2c3c([nH]c2c1)[C@@H](CO)N(C)CC31CCN(S(=O)(=O)c2cccc(F)c2)CC1 | 2.5 | 7.6 | -0.5

Results (from the top)
SMILES | ERp5 inh | RAD52 inh | E-selectin induc
CCCNC(=O)N1CC(=O)N2[C@H](CO)[C@H](c3ccc(C#Cc4ccc(F)cc4)cc3)[C@H]2C1 | 3.1 | -10.2 | 0.1
N#Cc1cccc(N=c2ssnc2Cl)c1 | -0.7 | 1.8 | -1.0
COc1ccc2c3c([nH]c2c1)[C@@H](CO)N(S(C)(=O)=O)CC31CCN(C(=O)c2ccccc2)CC1 | 7.1 | 4.6 | -0.2
COc1ccc2c3c(n(C)c2c1)[C@@H](CO)N(Cc1ccc(Cl)cc1)CC31CN(CC2CC2)C1 | -5.4 | 32.8 | -0.4
CC(C)NC(=O)NCC[C@H]1CC[C@H](NS(=O)(=O)c2ccccc2)[C@@H](CO)O1 | -0.4 | 9.8 | 0.6
O=C1CN(Cc2ccccc2)C[C@@H]2[C@H](c3ccc(-c4cccnc4)cc3)[C@@H](CO)N12 | -8.6 | -3.0 | 0.1
COc1ccc2c3c([nH]c2c1)[C@@H](CO)N(C(=O)c1ccccc1)CC31CN(C(=O)NC(C)C)C1 | -2.0 | 1.8 | -0.1
N#C[C@@H]1[C@H](c2ccc(-c3cccc(F)c3)cc2)[C@H](CO)N1C(=O)NC1CCCCC1 | -0.3 | -72.5 | -0.1
CC1COc2ccccc2N1S(=O)(=O)c1ccccc1 (centres undefined) | -0.9 | -7.1 | 0.5
COCC(=O)N1CCC2(CC1)CN(Cc1ccccc1Cl)[C@H](CO)c1[nH]c3cc(OC)ccc3c12 | -3.8 | -123.7 | 0.1
COc1ccc2c3c(n(C)c2c1)[C@@H](CO)N(C(=O)c1cccnc1)CC31CCN(C(=O)c2cccnc2)CC1 | -2.6 | 6.5 | 0.0
COc1ccccc1NC(=O)N1CC(=O)N2[C@H](CO)[C@@H](c3ccc(C#CC4CC4)cc3)[C@@H]2C1 | 4.2 | -17.5 | -0.2
Cc1ccc(-c2c(C(=O)Nc3ccccc3C)c(C)[nH]c(=S)c2C#N)o1 | -0.7 | -48.6 | 3.0
CCC(=O)N1CC2(CN(Cc3ccc(Cl)cc3)C2)c2c([nH]c3cc(OC)ccc23)[C@@H]1CO | 0.6 | 23.7 | 0.4
COc1ccc2c3c([nH]c2c1)[C@H](CO)N(Cc1ccncc1)CC31CN(C(=O)Cc2ccncc2)C1 | 1.7 | 6.9 | -0.2
CCC(=O)N1CC2(CCN(Cc3ccc(Cl)cc3)CC2)c2c(n(C)c3cc(OC)ccc23)[C@@H]1CO | 4.3 | 11.7 | -0.1
COc1ccc2c3c([nH]c2c1)[C@H](CO)N(C(=O)c1cccc(F)c1)CC31CN(C(=O)c2ccccc2)C1 | -3.4 | 10.0 | -0.5
COc1ccc2c3c([nH]c2c1)[C@@H](CO)N(CC1CC1)CC31CCN(C(=O)NC2CCCC2)CC1 | 4.4 | -29.9 | -0.2
COc1ccc2c3c([nH]c2c1)[C@@H](CO)N(C)CC31CCN(S(=O)(=O)c2cccc(F)c2)CC1 | 2.5 | 7.6 | -0.5
COc1ccc2c3c([nH]c2c1)[C@H](CO)N(C(=O)c1ccc(F)cc1)CC31CCN(S(=O)(=O)c2cccs2)CC1 | 0.5 | 2.6 | 0.0
COc1ccc2c3c(n(C)c2c1)[C@@H](CO)N(C(=O)c1ccc(F)cc1)CC31CN(CC2CCOCC2)C1 | 3.1 | 18.9 | 0.6
O=C1NCCC/C1=N/Nc1ccc(F)cc1 | 2.0 | -0.4 | 1.0
COc1cc(/C=N/N=C(N)N)ccc1OCc1ccccc1Cl | -2.5 | 13.7 | -0.2
COc1ccc2c3c(n(C)c2c1)[C@@H](CO)N(C(=O)C1CCOCC1)CC31CCN(C)CC1 | 0.6 | -3.4 | -0.2
COc1ccc2c3c([nH]c2c1)[C@H](CO)N(C(=O)CN(C)C)CC31CCN(CC2CCOCC2)CC1 | 2.9 | 31.9 | -0.4
Cc1ccc(NS(=O)(=O)c2cccc(C(=O)NN3CCOCC3)c2)cc1 | -1.2 | -21.3 | 0.9
O=C(c1cccnc1)N1CC(=O)N2[C@@H](CO)[C@H](c3ccc(-c4ccccc4F)cc3)[C@@H]2C1 | -5.4 | 6.0 | 0.3
CN(C)C(=O)c1cccc(-c2ccccc2[C@H]2[C@@H](CO)N(C(=O)C3CCCCC3)[C@H]2C#N)c1 | 0.0 | -1.5 | 0.0
CC(C)CC#Cc1ccc([C@H]2[C@H](CO)N3C(=O)CN(S(=O)(=O)c4cccc(F)c4)C[C@@H]23)cc1 | 9.0 | -16.9 | -0.1
CN1c2ccc(-c3cccc(F)c3)cc2[C@H]2[C@H](CCN2C(=O)C2CCC2)[C@@H]1CO | -3.8 | 20.8 | 0.1
COc1ccc2c3c(n(C)c2c1)[C@H](CO)N(Cc1cccc(Cl)c1)CC31CN(C(C)=O)C1 | -3.7 | -37.6 | -0.4
COc1ccc2c3c(n(C)c2c1)[C@@H](CO)N(C(=O)NC(C)C)CC31CCN(CC2CCCCC2)CC1 | -1.0 | 1.9 | -0.3
COc1ccc2c3c(n(C)c2c1)[C@@H](CO)N(C(=O)C1CCCC1)CC31CCN(C)CC1 | 4.3 | 5.8 | -0.3
COc1ccc2c3c(n(C)c2c1)[C@H](CO)N(Cc1cccc(F)c1)CC31CN(C)C1 | -3.8 | 35.1 | 0.0
COCC(=O)N1CC2(CCN(C(C)=O)CC2)c2c([nH]c3cc(OC)ccc23)[C@H]1CO | 9.8 | -13.0 | 0.0
COc1ccc2c3c(n(C)c2c1)[C@H](CO)N(C(=O)c1ccncc1)CC31CCN(C(C)=O)CC1 | -2.1 | -1.2 | -0.4
COc1ccc2c3c(n(C)c2c1)[C@@H](CO)NCC31CN(C(=O)Nc2ccc3c(c2)OCO3)C1 | 0.5 | 7.4 | -0.4
COc1ccc2c3c(n(C)c2c1)[C@H](CO)N(C(=O)c1cnccn1)CC31CN(C(C)=O)C1 | 0.5 | -10.5 | 0.0
CN(C)CC#Cc1ccc([C@H]2[C@@H](CO)N3C(=O)CN(C(=O)Cc4ccccc4)C[C@@H]23)cc1 | 2.7 | -14.6 | -0.2
COc1ccc2c3c([nH]c2c1)[C@@H](CO)N(C(=O)c1ccncc1)CC31CN(C(=O)Nc2cccc(F)c2)C1 | 5.4 | 7.1 | -0.1
COc1ccc2c3c(n(C)c2c1)[C@@H](CO)N(C(=O)CN(C)C)CC31CN(S(C)(=O)=O)C1 | 12.5 | 12.5 | -0.2
COc1ccc2c3c(n(C)c2c1)[C@@H](CO)N(C(=O)CN1CCOCC1)CC31CCN(C(=O)Nc2cccc(F)c2)CC1 | -10.5 | 12.3 | 0.0
COc1ccc2c3c([nH]c2c1)[C@H](CO)N(Cc1nccs1)CC31CCN(Cc2cncnc2)CC1 | 7.0 | 39.1 | -0.3
CCCN1[C@@H]2c3ccc(-c4cccnc4)c(=O)n3C[C@@H]2[C@@H](CO)[C@@H]1C(=O)OC | 4.4 | -39.4 | 0.0
COc1ccc2c3c(n(C)c2c1)[C@H](CO)N(C(=O)c1ccccc1)CC31CCN(CC2CC2)CC1 | 12.4 | 12.1 | -0.7
O=C(Nc1ccccc1F)N1CC(=O)N2[C@H](CO)[C@H](c3ccc(-c4cccnc4)cc3)[C@@H]2C1 | -3.9 | 3.8 | 0.4
CC(NC(=O)c1cc(Br)ccc1Br)c1ccccc1 (centres undefined) | -0.1 | -13.3 | 4.6
COc1ccc2c3c([nH]c2c1)[C@H](CO)N(Cc1ccccc1F)CC31CCN(C)CC1 | 2.3 | 3.9 | -0.3
CN(C)C(=O)c1cccc(-c2ccc3c(c2)[C@H]2[C@H](CCN2C(=O)C2CCC2)[C@H](CO)N3)c1 | 1.1 | -22.6 | -0.4
CCC(=O)N1CC2(CCN(Cc3cncnc3)CC2)c2c([nH]c3cc(OC)ccc23)[C@H]1CO | -3.1 | 5.3 | -0.3

Next part.
SMILES | ERp5 inh | RAD52 inh | E-selectin induc
COc1ccc2c3c(n(C)c2c1)[C@@H](CO)N(C(C)=O)CC31CCN(C(=O)Nc2ccccc2F)CC1 | -7.6 | -7.0 | -0.1
COCC(=O)N1[C@H](CO)[C@@H](c2ccc(-c3cccc(F)c3)cc2)C12CN(C(=O)C1CC1)C2 | -2.9 | -27.8 | 0.0
COc1ccc2c3c([nH]c2c1)[C@@H](CO)NCC31CCN(C(=O)Nc2ccccc2F)CC1 | -3.0 | 68.5* | -0.3
C[C@@H]1CN([C@@H](C)CO)C(=O)c2cccc(NC(=O)Nc3cccc4ccccc34)c2O[C@@H]1CN(C)Cc1ccc(C(=O)Nc2ccccc2N)cc1 | 4.7 | 36.6 | 1.9
COc1ccc2c3c(n(C)c2c1)[C@H](CO)NCC31CN(C(=O)Nc2ccc3c(c2)OCO3)C1 | -4.7 | 12.1 | -0.3
COc1ccc2c3c(n(C)c2c1)[C@H](CO)N(C(=O)NC1CCCC1)CC31CCN(C(C)=O)CC1 | 0.2 | 11.8 | -0.6
COc1ccc2c3c(n(C)c2c1)[C@@H](CO)N(C(=O)Cc1ccccc1)CC31CN(C(C)=O)C1 | 1.1 | -8.3 | 0.0
COc1ccc2c3c(n(C)c2c1)[C@@H](CO)N(C(=O)c1ccccc1)CC31CCN(C(=O)c2ccccc2)CC1 | -4.3 | 1.4 | -0.3
CCC(=O)N1CC(=O)N2[C@H](CO)[C@@H](c3ccc(-c4ccncc4)cc3)[C@H]2C1 | 3.4 | 3.4 | 0.5
COc1ccc2c3c(n(C)c2c1)[C@H](CO)NCC31CCN(S(=O)(=O)c2ccccc2)CC1 | 4.6 | 37.0 | 0.1
COc1ccc2c3c([nH]c2c1)[C@@H](CO)N(Cc1ccccc1)CC31CCN(S(C)(=O)=O)CC1 | 3.7 | -95.7 | 0.1
CCCN1[C@@H]2c3ccc(-c4cccnc4)c(=O)n3C[C@H]1[C@H](CO)[C@H]2C(=O)NC1CCCC1 | -0.2 | -15.4 | 0.1
CCC(=O)N1CC2(CN(C(=O)Nc3ccccc3F)C2)c2c([nH]c3cc(OC)ccc23)[C@H]1CO | 0.1 | -4.3 | 0.3
COCC(=O)N1[C@H](CO)[C@@H](c2ccc(-c3ccccc3)cc2)C12CN(C(C)=O)C2 | -5.6 | -5.8 | 0.0
O=C(Cc1ccncc1)N1CC[C@@H]2[C@@H](CO)Nc3ccc(C4=CCCCC4)cc3[C@@H]21 | -3.6 | 4.7 | 0.6
CC1CCCC(NC(=O)NC(=O)CCl)C1C (centres undefined) | -8.0 | -12.2 | -0.2
O=C(C1CCCC1)N1CC(=O)N2[C@@H](CO)[C@H](c3ccc(C#CC4CCCC4)cc3)[C@@H]2C1 | 0.0 | -31.5 | 0.3
C/C=C/c1ccc([C@@H]2[C@@H](CO)N3C(=O)CN(C(=O)c4ccc(F)cc4)C[C@H]23)cc1 | 4.4 | -7.5 | 0.3

Screening data as filed in PubChem.
